LmPK inh – LmPK (Leishmania mexicana) enzyme inhibition; Q27686; AID 1721; 0.37% of 290,000 active; purified LmPK, Kinase-Glo ATP luminescence, 1 h; Potency, µM (doses to about 57.5 µM), without a hit: top-dose activity change, negative = inhibition, most hits filed as inhibitors; note: potency is the fitted concentration of half-maximal effect; % is set by controls: 0 for no effect and ±100 for the full control effect
Target sequence (Q27686 whole entry, looked up): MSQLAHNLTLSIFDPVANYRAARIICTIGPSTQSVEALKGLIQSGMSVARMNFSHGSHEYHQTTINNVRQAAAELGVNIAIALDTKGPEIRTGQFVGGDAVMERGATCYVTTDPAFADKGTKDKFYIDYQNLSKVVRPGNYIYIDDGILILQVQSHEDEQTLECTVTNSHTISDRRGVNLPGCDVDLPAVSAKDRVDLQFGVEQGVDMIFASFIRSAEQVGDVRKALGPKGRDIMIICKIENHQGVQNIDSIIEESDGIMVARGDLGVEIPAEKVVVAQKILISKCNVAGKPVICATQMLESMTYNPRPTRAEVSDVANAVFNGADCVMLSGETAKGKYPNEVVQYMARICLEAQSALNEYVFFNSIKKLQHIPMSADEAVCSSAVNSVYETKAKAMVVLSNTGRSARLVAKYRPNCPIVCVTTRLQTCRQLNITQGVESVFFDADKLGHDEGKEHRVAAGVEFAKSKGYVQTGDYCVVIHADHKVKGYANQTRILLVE
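In 50 mM imidazole pH 7.2 with 7 mM MgCl2, LmPK (0.1 nM) turned over PEP (0.5 mM) and ADP (0.1 mM) for 1 h at room temperature. Luciferase read-out of ATP.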
AmpC inh no detg – blocks E. coli AmpC beta-lactamase in detergent-free assay; AmpC nitrocefin hydrolysis, absorbance 480 nm, 0.0001% Triton; P00811; 0.52% of 330,000 active; AID 485341; Potency, µM (series often up to 57.1 µM), inactives show at the highest dose activity change, negative = inhibition, most hits filed as inhibitors;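 note: potency is the fitted concentration of half-maximal effect; plate controls were no compound for no effect and no enzyme for full effect; nearly all actives have a fitted effect of over 20% in size; some results filed as inactive show a strong effect at the top dose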
Target sequence (P00811 whole entry, looked up): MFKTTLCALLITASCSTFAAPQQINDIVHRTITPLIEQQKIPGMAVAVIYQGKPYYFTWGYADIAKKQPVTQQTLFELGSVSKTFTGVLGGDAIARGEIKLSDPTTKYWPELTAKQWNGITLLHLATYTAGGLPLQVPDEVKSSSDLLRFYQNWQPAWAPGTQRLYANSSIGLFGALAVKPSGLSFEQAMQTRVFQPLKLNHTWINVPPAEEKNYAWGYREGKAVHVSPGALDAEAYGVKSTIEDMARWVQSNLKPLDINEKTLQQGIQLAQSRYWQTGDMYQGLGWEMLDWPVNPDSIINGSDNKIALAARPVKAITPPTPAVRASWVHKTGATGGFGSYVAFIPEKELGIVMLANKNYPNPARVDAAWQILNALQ
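20 mM phosphate pH 7.0 + 0.01% (detergent screen) or 0.0001% Triton X-100; 5.3 nM AmpC reagent; cpd preinc 15 min RT; nitrocefin (800 uM stock) to start; A480 q20 s × 4 min; Activity was normalised to no-enzyme and no-compound control wells.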
Pf growth 48h – inhibits P. falciparum growth in the first generation, 48 h. P. falciparum luciferase growth in erythrocytes, 48 h. Potency, µM (highest dose often 28.7 µM), inactives show at the top dose activity change, negative = inhibition, actives largely listed as inhibitors. 5.9% of 310,000 active. AID 504832; note: potency is the fitted concentration of half-maximal effect; % is set by controls: 0 for no effect and ±100 for the full control effect
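Read-out is firefly luciferase luminescence from an integrated reporter in P. falciparum, so falling signal marks reduced parasite growth. Infected erythrocytes were at 2% hematocrit and 0.1% parasitemia (final) in Albumax-supplemented RPMI 1640.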
TbPYK inhibitor – T. brucei pyruvate kinase inhibition. Q57TT1. TbPYK enzyme, Kinase-Glo Plus ATP luminescence, 45 min. Potency, µM (top dose mostly 76.8 µM), inactives show at the highest dose activity, negative = inhibition, hits mostly inhibitors. 0.12% of 410,000 active. AID 624173; note: potency is the fitted concentration of half-maximal effect; % is set by controls: 0 for no effect and ±100 for the full control effect; nearly all actives have a fitted effect of over 50% in size
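Readout: single end-point luminescence (Kinase-Glo Plus, 10 min). Reaction conditions were TbPYK/substrate plus 130 uM ADP, 45 min at RT, pH 7.2 TEA buffer. No-enzyme wells served as controls, and data were normalized before concentration-response fitting.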
Shiga toxin inh – inhibitors of Shiga toxin in Vero cells. Vero cells, Shiga toxin protein synthesis inhibition reporter. inhibition, % at 38.7 µM. 9.2% of 290,000 active. AID 2315; in the data active = inhibition mostly above about 28%, no sharp cut-off; inactive = mostly below about 43%; note: 0% is about no effect
Pf growth 96h – inhibits malaria parasite growth, 96 h | Potency, µM (titrated, usually from 28.7 µM), for inactives: at the highest dose activity change, negative = inhibition, most hits filed as inhibitors | AID 504834 | P. falciparum luciferase reporter growth, 96 h | 6.9% of 320,000 active; note: potency is the fitted concentration of half-maximal effect; % is set by controls: 0 for no effect and ±100 for the full control effect
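Two-generation exposure (96 h) targets delayed-death phenotype. Reporter parasites carrying integrated firefly luciferase, in red cells at 2% hematocrit and 0.05% parasitemia final, kept at 37 C, 5% CO2; luminescence loss indicates inhibition.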
Cycloheximide cs – counter-screen for Shiga toxin inhibitors: cycloheximide protein synthesis inhibition. 12% of 300,000 active. cell reporter, cycloheximide protein synthesis inhibition counterscreen. max response, %; in the data active = max response mostly above about 13%, no sharp cut-off; inactive = mostly below about 14%; note: read at 38.3 µM for the half of the compounds with a filed dose; 0% is about no effect
* hit, by the source's call; i = inactive; ? = inconclusive; nt = not tested or not shown; & = joins results of further samples; [ ] = dose if it differs, or a comment. Unless noted, calls come from the whole dose curve; as a rule, active = well fitted curve in the direction sought with a large enough effect; inconclusive = small, poorly fitted or top-dose-only effect, or another doubt; inactive = no such curve, though single readings can be large; an effect the other way counts as inactive or inconclusive.

no.	mol	LmPK inh	AmpC inh no detg	Pf growth 48h	TbPYK inhibitor	Shiga toxin inh	Pf growth 96h	Cycloheximide cs
1	O=C(CCn1cnnn1)Nc1cccc(F)c1	-2%	-13%	4%	-7%	15	?	1
2	CCN(CC)S(=O)(=O)c1ccc2c(c1)N(CC(=O)N1CCC(C(N)=O)CC1)C(=O)CO2	2%	0%	-15%	-2%	-5	15%	-1
3	CCN(CC)C(=O)CCNS(=O)(=O)c1ccc(C)cc1	-3%	-5%	4%	0%	-3	0%	7
4	O=C(Nc1ccccc1)Nc1cccc2cccnc12	-1%	-28%	100%[activator]	-4%	122*	nt	36*
5	CCN1CCN(C(=O)c2cc3c(s2)-c2c(C)cccc2OC3)CC1	2%	158%[activator]	98%[activator]	-5%	34*	0%	29*
6	CC1=NN(C(C)C)C(=O)C1	-3%	-16%	1%	2%	14	56%[activator]	-2
7	COc1cc(C(=O)N2CCN(c3ccccc3O)CC2)ccc1OCC(=O)N1CCOCC1	nt	82%[activator]	?	-1%	nt	?	nt
8	COc1ccc([C@]23Cc4ccccc4C(O2)c2c(cc(C)n(Cc4ccccc4)c2=O)O3)cc1	0%[11.5 µM]	-30%[11.4 µM]	?	nt	i	?	9
9	CCOc1ccc2nc(SCC(=O)NCc3ccc(OC)cc3)[nH]c2c1	-3%	-12%	-8%	5%	63*	-10%	21
10	Cc1ccc(NC(=O)C2CCN(C(=O)c3cccs3)CC2)c(C)c1	-3%	-4%	4%	-2%	-3	-2%	6
11	Cc1ccc(Cl)cc1NC(=O)CC1NC2CCCCC2NC1=O (stereo not drawn)	-6%	-14%	30%[activator]	0%	19	24%	-1
12	Cc1cnc(NC(=O)c2ccc(Cl)nc2)s1	-2%	-24%	-10%	4%	109*	-13%	43*
13	CC(C)Cc1nc(N2CCN(C(=O)Cc3ccccc3)CC2)c(C#N)c2c1COC(C)(C)C2	0%	-8%	-25%	nt	-12	2%[5.75 µM]	-7
14	COc1ccc(NS(=O)(=O)c2cc(NC(=O)c3ccc(=O)[nH]c3)ccc2C)cc1	nt	-17%	14%	0%	nt	-16%	nt
15	O=C(COC(=O)/C=C/c1ccco1)Nc1ncc(C(F)(F)F)cc1Cl	11%	-38%	5%	-1%	-2	-1%	-7

5 records drawn at random from the list so far:
no.	mol	LmPK inh	AmpC inh no detg	Pf growth 48h	TbPYK inhibitor	Shiga toxin inh	Pf growth 96h	Cycloheximide cs
15	O=C(COC(=O)/C=C/c1ccco1)Nc1ncc(C(F)(F)F)cc1Cl	11%	-38%	5%	-1%	-2	-1%	-7
9	CCOc1ccc2nc(SCC(=O)NCc3ccc(OC)cc3)[nH]c2c1	-3%	-12%	-8%	5%	63*	-10%	21
1	O=C(CCn1cnnn1)Nc1cccc(F)c1	-2%	-13%	4%	-7%	15	?	1
5	CCN1CCN(C(=O)c2cc3c(s2)-c2c(C)cccc2OC3)CC1	2%	158%[activator]	98%[activator]	-5%	34*	0%	29*
7	COc1cc(C(=O)N2CCN(c3ccccc3O)CC2)ccc1OCC(=O)N1CCOCC1	nt	82%[activator]	?	-1%	nt	?	nt

The listing picks up, starting four compounds before the break.
no.	mol	LmPK inh	AmpC inh no detg	Pf growth 48h	TbPYK inhibitor	Shiga toxin inh	Pf growth 96h	Cycloheximide cs
12	Cc1cnc(NC(=O)c2ccc(Cl)nc2)s1	-2%	-24%	-10%	4%	109*	-13%	43*
13	CC(C)Cc1nc(N2CCN(C(=O)Cc3ccccc3)CC2)c(C#N)c2c1COC(C)(C)C2	0%	-8%	-25%	nt	-12	2%[5.75 µM]	-7
14	COc1ccc(NS(=O)(=O)c2cc(NC(=O)c3ccc(=O)[nH]c3)ccc2C)cc1	nt	-17%	14%	0%	nt	-16%	nt
15	O=C(COC(=O)/C=C/c1ccco1)Nc1ncc(C(F)(F)F)cc1Cl	11%	-38%	5%	-1%	-2	-1%	-7
16	CCOC(=O)C1(Cc2cccc(OC)c2)CCN(Cc2cccn2-c2ccccn2)CC1	11%	62%[activator]	?	0%	-13	?	-3
17	NCCNc1ccc([N+](=O)[O-])cc1	-15%	-22%	48%[activator]	3%	-6	0%	-2
18	COc1cccc(NC(=O)COC(=O)c2ccccc2F)c1	3%	-26%	9%	13%	9	-14%	8
19	Cc1nonc1OCCNC(=O)C12CC3CC(CC(C3)C1)C2	0%	-7%	5%	1%	-4	nt	-3
20	O=C1C2CCCCC2C(=O)N1c1ccc(NC2CCCCC2)c([N+](=O)[O-])c1 (stereo not drawn)	-2%	-20%	-13%	5%	3	?	8
21	O=C(COC(=O)c1ccc(Cl)nc1)NC(=O)c1ccccc1	-5%	-10%	5%	-1%	2	37%[activator]	-4
22	CC(=O)Nc1cccc(NC(=O)CSc2nnnn2C)c1	-10%	-10%	26%	nt	-9	?	-4
23	Cc1ccc2cn[nH]c2c1NC(N)=S	2%	-6%	-6%	3%	48*	?	31
24	Cc1nnc(SCC(=O)NC2CCCCC2)n(N)c1=O	-1%	-3%	5%	1%	2	nt	-3
25	Cc1csc(SCC(=O)Nc2nc(-c3ccccc3)cs2)n1	3%	-32%	38%[activator]	-4%	27	77%[activator]	13*
26	CN1CCN(c2ccc(NS(=O)(=O)c3ccc(Cl)cc3)cn2)CC1	1%	-36%	16%	-10%	17	9%	4
27	O=C(Cn1ccc2ccccc2c1=O)NCCC(=O)Nc1ccc2c(c1)OCCO2	1%	-8%	7%	6%	38	nt	23*
28	COc1cccc2[nH]c3c(N4CCCCC4)ncnc3c12	-2%	2%	?	4%	67	23%	45*
29	Cc1cc2c(SCC(=O)N3CCN(c4ccccc4)CC3)ncnc2s1	nt	?	1%	2%	nt	43%[activator]	nt
30	CN(C)S(=O)(=O)c1cccc(NC(=S)NC2CCCCC2)c1	6%	-55%	-10%	-3%	-11	1%	-1

Going on with the list.
no.	mol	LmPK inh	AmpC inh no detg	Pf growth 48h	TbPYK inhibitor	Shiga toxin inh	Pf growth 96h	Cycloheximide cs
31	COCC(=O)N1CCC(Oc2ccc(C(=O)N(C)C(C)c3ccon3)cc2)CC1 (stereo not drawn)	2%	1%	24%	2%	9	90%[activator]	9
32	Cc1nnc(NC(=O)C2c3ccccc3Oc3ccccc32)s1	2%	-31%	17%	?	14	-5%	-1
33	CCC1=NN(C(=O)Cc2ccc(OC)c(OC)c2)C(O)(C(F)(F)F)C1 (stereo not drawn)	2%	-3%	24%	-5%	-6	-19%	-2
34	COc1ccc(N2C(=O)c3ccccc3C2O)cc1 (stereo not drawn)	-7%	-13%	46%[activator]	-1%	nt	169%[activator]	20*
35	O=C(Cc1ccccc1)NC1CCN(S(=O)(=O)c2cccc(F)c2)CC1	2%	2%	-15%	1%	44	-5%	1
36	CC1(C(=O)O)CCC(C(=O)NNC(=O)c2ccccc2O)C1(C)C (stereo not drawn)	2%	-8%	14%	6%	-2	423%[activator]	-1
37	CCN(CC)C(=O)CSc1nc(-c2ccc(C)cc2)nc2c1COC(C)(C)C2	6%	110%[activator]	nt	nt	15	?	20*
38	COc1ccc(N(CC(=O)NCc2cccnc2)S(=O)(=O)c2ccc(C)c([N+](=O)[O-])c2)cc1	5%	3%	13%	-9%	-8	?	-2
39	CN1CCN(c2nc3c(c(=O)[nH]c(=O)n3C)n2Cc2ccc(Cl)cc2)CC1	4%	4%	?	0%	-5	?	2
40	Cc1ccc(S(=O)(=O)/N=C(\CCl)N2CCOCC2)cc1	-6%	-13%	13µM*	-13%	1	?	-2
41	CCN(CC(=O)Nc1c(F)cccc1F)C(=O)/C=C/c1ccc2c(c1)OCO2	nt	-7%	14%	-14%	nt	0%	nt
42	Cc1cnc(C(=O)OCC(=O)c2ccccc2)cn1	nt	-2%	53%[activator]	-8%	nt	14%	nt
43	O=C(Nc1ccc(C(F)(F)F)cn1)Nc1cccs1	-3%	-22%	35%[activator]	-7%	35*	51%[activator]	26*
44	COc1cc(NC(=O)CSc2ncccc2C(=O)OC(C)C)cc(OC)c1	4%	-5%	nt	-7%&3%	-12	-22%	-1
45	COc1ccc2nc(NC(=O)CCc3nc(-c4ccccc4F)no3)sc2c1	-4%	-17%	20%	-4%	55	?	-1

Additional records.
no.	mol	LmPK inh	AmpC inh no detg	Pf growth 48h	TbPYK inhibitor	Shiga toxin inh	Pf growth 96h	Cycloheximide cs
46	Cc1ccc(S(=O)(=O)Nc2ccc(-c3nnc(SCC#N)n3C)cc2)cc1	4%	-46%	-6%	-4%	-4	-10%	-3
47	CCCCOc1ccc(C(=O)N/N=C/c2cn[nH]c2-c2ccc(OC)c(OC)c2)cc1	1%	66%[activator]	-6%	1%	3	?	-3
48	COc1ccc2cc(C(=O)Nc3c(C)n(C)n(-c4ccccc4)c3=O)sc(=O)c2c1OC	1%	-19%	31%[activator]	-7%	-4	-73%	0
49	COc1ccc2[nH]cc(CCNC(=O)CCC3CCCCC3)c2c1	-4%	-35%	-7%	1%	-3	?	-4
50	CNC(=O)C(=O)Nc1cc2c3c(c1)C(C)C(=O)N3CCC2 (stereo not drawn)	-11%	-18%	10%	5%	-5	-30%	-10
51	CCCCNS(=O)(=O)c1ccc2nc(SCC(=O)Nc3cccc(F)c3)[nH]c2c1	4%	-14%	-16%	1%	-12	7%	-5
52	Cc1ccc(S(=O)(=O)c2cc3c(=O)n4ccccc4nc3n(Cc3ccco3)c2=N)cc1C	1%	23%	?	-11%	-9	12µM*	-1
53	CC(=O)c1cccc(NS(=O)(=O)c2ccc3c(c2)oc(=O)n3C)c1	-2%	-38%	-10%	-6%	7	-8%	7
54	CCN1CCN(S(=O)(=O)c2ccc(Cl)c(C(=O)NC3CC3)c2)CC1	nt	-20%	7%	-1%	nt	-1%	nt
55	CSc1nnc(CSCc2ccc(Cl)cc2Cl)n1-c1ccccc1	0%	127%[activator]	20%	-6%	-6	46%[activator]	-2
56	O=C(N/N=C/c1ccc2c(c1)OCO2)c1ccc(NS(=O)(=O)c2cccs2)cc1	-5%	-52%	22%	-8%	81*	16%	24*
